# Source: PubChem
# ERa coact pot: ER-alpha (human) coactivator binding potentiation; P03372; 86,000 tested, 1.3% active; TR-FRET ERalpha-LBD/SRC-Cy5 coactivator binding, 2 h; 100 = basal binding, no effect; coactivator binding (% of control), % at 25.6 µM; in the data active means activity above about 200%;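 further: binding measured in presence of low estradiol as agonist stimulus; 0% = peptide alone without receptor and 100% = receptor with peptide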
# MT1-MMP txn act: MT1-MMP promoter transcription activation. 86,000 tested, 0.16% active. AID 750. activation factor at 10 µM. HT1080 MT1-MMP promoter luciferase reporter, luminescence, overnight; active compounds read high;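 active means activation factor of at least 2 for MT1-MMP transcription at 10 µM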
# ERb SRC1 inh: ER-beta (human) coactivator binding inhibition. TR-FRET ER-beta LBD / SRC1-Cy5 peptide binding; receptor agonist-loaded with 1 µM estradiol. inhibition, % at 25.6 µM. 86,000 tested, 1.3% active. AID 633;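 active means compounds whose percent inhibition of the receptor-coactivator binding signal exceeds about 50% in the single-dose screen, limit read from the data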;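 further: 0% = receptor plus peptide wells without compound and 100% = peptide-only wells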
# sEH inhibitor: soluble epoxide hydrolase (human) inhibition; P34913; recombinant human sEH enzymatic activity assay; inhibition, % at 2 µM; 91,000 tested, 0.34% active; AID 707; in the data active means inhibition above about 80%; further: values of inactives mirror those of a sister screen read the other way; many of its hits are not listed in these tables
# Target sequence (P34913 whole entry, looked up): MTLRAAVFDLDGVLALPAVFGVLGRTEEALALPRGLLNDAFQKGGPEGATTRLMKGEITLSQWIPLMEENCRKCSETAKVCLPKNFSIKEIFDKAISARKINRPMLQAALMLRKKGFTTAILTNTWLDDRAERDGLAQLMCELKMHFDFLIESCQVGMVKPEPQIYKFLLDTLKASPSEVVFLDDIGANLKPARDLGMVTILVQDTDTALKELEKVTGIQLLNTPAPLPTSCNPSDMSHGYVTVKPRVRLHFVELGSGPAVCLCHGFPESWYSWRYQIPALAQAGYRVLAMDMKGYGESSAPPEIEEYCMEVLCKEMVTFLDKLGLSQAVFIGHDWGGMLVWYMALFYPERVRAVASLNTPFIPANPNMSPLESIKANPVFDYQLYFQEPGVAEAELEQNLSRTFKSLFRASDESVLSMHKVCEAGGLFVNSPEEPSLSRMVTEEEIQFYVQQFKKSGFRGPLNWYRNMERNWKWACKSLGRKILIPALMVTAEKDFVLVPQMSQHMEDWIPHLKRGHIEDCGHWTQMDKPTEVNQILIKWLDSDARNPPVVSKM
# Mac1 fbg inh: CD11b/CD18-fibrinogen binding inhibition | P05107+P11215 | K562 CD11b/CD18 adhesion to fibrinogen, ATPlite luminescence; Mn2+ added to activate the integrin | inhibition, % at 10 µM | 93,000 tested, 0.54% active | AID 1497;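 active means primary inhibition of 50% or more at 10 µM, then 40% or more on retest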; further: some results filed as inactive read as strong as hits
# Mac1 fbg enh: enhancers of human CD11b/CD18 binding to fibrinogen; P05107+P11215; K562 CD11b/CD18 adhesion to fibrinogen, ATPlite luminescence; activation, % at 10 µM; 93,000 tested, 0.07% active;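 active means 10 µM primary screen giving 50% or more activity, confirmed by 40% or more on retest at that dose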; further: strong numbers were not always called active; reference of the scale not given here
# sEH act: increases human soluble epoxide hydrolase activity | P34913 | purified human sEH enzymatic activity, activator screen | activation, % at 2 µM | 91,000 tested, 0.04% active | AID 717; in the data active means activation above about 37%; further: values of inactives mirror those of a sister screen read the other way
# Candida biofilm: kills Candida albicans biofilms | C. albicans biofilm + clotrimazole, Alamar Blue | inhibition, % at 6 µM | 85,000 tested, 0.14% active | AID 834;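 active means inhibition above 20%; inactive means inhibition below 20%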;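 further: preformed 24 hr biofilms exposed to compound for 48 hr; 0% = biofilm without compound and 100% = blank killed by clotrimazole plus chlorhexidine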
# Smad3 inh: Smad3 (human) transcription factor binding inhibition | 88,000 tested, 0.29% active | AID 630 | TR-FRET Smad3/Dy647-FoxH1 peptide binding, europium anti-His | inhibition, % at 25 µM;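 active means compounds that reduce the energy-transfer binding signal between the protein and its labelled peptide by more than half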;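 further: 0% = Smad3 plus labelled peptide maximal FRET and 100% = peptide-only background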
# Target sequence (P84022 whole entry, looked up): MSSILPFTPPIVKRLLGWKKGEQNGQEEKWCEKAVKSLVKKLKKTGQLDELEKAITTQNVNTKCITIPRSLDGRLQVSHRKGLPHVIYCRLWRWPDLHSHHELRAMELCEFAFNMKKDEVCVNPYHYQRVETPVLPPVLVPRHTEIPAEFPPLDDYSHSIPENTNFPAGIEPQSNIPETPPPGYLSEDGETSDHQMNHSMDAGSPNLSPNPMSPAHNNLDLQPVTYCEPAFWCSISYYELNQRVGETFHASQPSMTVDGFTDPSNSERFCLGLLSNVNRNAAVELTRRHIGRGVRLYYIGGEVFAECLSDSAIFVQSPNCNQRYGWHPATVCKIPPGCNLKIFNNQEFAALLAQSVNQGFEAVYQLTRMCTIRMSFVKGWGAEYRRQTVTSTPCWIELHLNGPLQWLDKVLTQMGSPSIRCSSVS
# Starred values were filed as active, the others as inactive; nt = no result given; [ ] = another dose, or the depositor's remark. A portion of the library (hit frequency here may not be typical).
# Values run as follows: ERa coact pot, MT1-MMP txn act, ERb SRC1 inh, sEH inhibitor, Mac1 fbg inh, Mac1 fbg enh, sEH act, Candida biofilm, Smad3 inh
- CCOC(=O)c1cnc2c(OC)cccc2c1N1CCN(c2ccccc2OC)CC1
→ 79, 1, -8, -5, 17, -2, 4, 11, 10
- CC(=NCc1ccco1)c1c(C)[nH]n(-c2nc3ccccc3s2)c1=O
→ 113[fluorescence artefact?], 0.9, 25[fluorescence artefact?], 6, -1, -1, -2, -4, -40
- CCN(CC)C(=O)CN(c1ccc(C)cc1)S(=O)(=O)c1ccc(SC)cc1
→ 46[fluorescence artefact?], 1.1, 2, -6, nt, nt, 6, -1, 11
- O=C(Cn1nnc(-c2ccc(Cl)cc2)n1)NCCC1=CCCCC1
→ 119, 1.1, 9, 28, -13, 22, -26, 8, 4
- Cc1ccc(-c2cnc(-c3ccncc3)o2)cc1
→ 110, 1.4, -1[fluorescence artefact?], -29, 30, -3, 27, 4, -3
- CCN(CC)C(=O)Oc1ccc2c(=O)c(-c3ccc(OC)cc3)coc2c1
→ 102, 1.3, -7, 7, -19, 5, -4, 5, 2
- CCC(=O)N1CCN(c2ccc(Cl)cc2NC(=O)Cc2ccccc2)CC1
→ 98, 1.2, -17[fluorescence artefact?], -14, 6, 11, 17, 4, 0
- CCOC(=O)CN(C)Cc1c[nH]c2ccccc12
→ 97, 1.3, -1, nt, -38, 9, nt, 9, -5
- Cc1cc(NC(=O)CSc2nc3ccccc3c(=O)n2-c2ccccc2)no1
→ nt, nt, nt, -5, -10, 6, 3, nt, nt
- C=CCn1c(SCC(=O)Nc2cc(C)nn2-c2ccccc2)nnc1C1CCCCC1
→ 99, 1, 2, nt, 14, 8, nt, 1, -1[fluorescence artefact?]
- Brc1cccc(OCCOCCn2ccnc2)c1
→ 99, 1, 1, 20, 4, -5, -19, -2, 11
- COc1ccc(CCN2CC(C(=O)O)CC2=O)cc1 (stereo unspecified)
→ 97, 1.1, 0, -8, -8, -3, 8, 2, 2
- CCOc1cc(CNCc2ccncc2)cc(Br)c1OCc1ccc(F)cc1
→ nt, nt, nt, 1, 77, -6, -1, nt, nt
- COc1ccc(-c2csc(NC(=O)C3CCCO3)n2)cc1 (stereo unspecified)
→ 122, 1.6, -6, -6, -22, 2, 4, 7, 5
- CCC(NC(=O)C1CCC1)c1ccccc1 (stereo unspecified)
→ 105, 1.1, 1, -7, nt, nt, 8, 7, 13
- COc1ccc(Sc2nc3ccccc3n3c(C(F)(F)F)nnc23)cc1
→ nt, nt, nt, 0, 10, 3, 0, nt, nt
- COc1cc(OC)cc(C(=O)Nc2ccc(-n3cnnn3)c(C)c2)c1
→ 127, 1.6, -8, 18, -6, -1, -17, 6, 11
- COc1ccc(N2CCN(Cc3cc(=O)oc4ccc(Cl)cc34)CC2)cc1
→ 102[fluorescence artefact?], 1.2, 7[fluorescence artefact?], 4, -2, 2, -3, 7, -5
- CC1CCN(C(c2ccc(N(C)C)cc2)c2nnnn2Cc2ccc(F)cc2)CC1 (stereo unspecified)
→ 113, 1.2, -6, 5, -11, -2, -7, -3, -10
- O=c1[nH]c(CN2CCN(c3ccccc3Cl)CC2)nc2ccsc12
→ 104, 1.1, 1, -4, -8, -6, 6, -2, 8
- COc1cc(OC)c(C2CC(=O)N3CN(C)CSC3=C2C#N)cc1OC (stereo unspecified)
→ 102, 1, -6, nt, -7, 2, nt, 5, 13
- CCOC(=O)CN1CC23C=CC(O2)C(C(=O)N2CCN(c4ccc(F)cc4)CC2)C3C1=O (stereo unspecified)
→ 116, 1.1, -1[fluorescence artefact?], nt, -7, -3, nt, 12, -3
- O=C(c1ccccc1)N1CCc2ccccc21
→ 89, nt, -2, 6, 2, 3, -7, 2, -6
- CCOC(=O)c1cccc(NC(=O)Cn2c(CC(=O)NC)nc3ccccc32)c1
→ 100, 1.2, 2[fluorescence artefact?], 2, 1, -1, -3, 4, 9
- COc1ccc(C(=O)COC(=O)CCCn2c(=O)oc3ccccc32)cc1
→ 91, 1, 0, -6, nt, nt, 4, 7, 3
- CC(C)OC(=O)c1cccc(NC(=O)c2ccccc2)c1
→ 94, 2.1*, 3, 9, nt, nt, -9, 3, -6
- O=C(Nc1nc2ccccc2s1)c1cnccn1
→ nt, nt, nt, 7, 0, -4, -6, nt, nt
- O=C(NCc1ccccc1)NC1(C(=O)N2CCN(c3ncccn3)CC2)CCCCC1
→ 115[fluorescence artefact?], 1, -2[fluorescence artefact?], -16, -13, 1, 17, 7, 9
- CCC12CC3CC(C1)CC(C(=O)O)(C3)C2
→ 194, 1.2, -18, -9, -5, -2, 8, 3, 9[fluorescence artefact?]
- COCc1cc(=O)[nH]c(Nc2nc(C)c3ccccc3n2)n1
→ 93, 1, -3, -7, -40, -3, 6, 4, 1
- CCN(CC)CCNC(=O)Cn1nc(Cc2cccnc2)c2ccccc2c1=O
→ 128, 1.1, -9, nt, -7, 0, nt, 4, 7
- CCOC(=O)CN(C(=O)CSc1nnc(-c2ccc(OC)c(OC)c2)o1)c1ccc(F)cc1
→ 116, 1, 8, 6, 35, 0, -7, 5, 4
- CC(C)(C)n1ncc2c(=O)n(CC(=O)NCc3ccc(F)cc3)cnc21
→ 103, 0.8, 15, 6, 4, -4, -7, 5, -6
- CCS(=O)(=O)n1nc(NCc2cccc(OC)c2)nc1NCc1cccc(OC)c1
→ 98, 1.2, 0, -4, 8, -5, 1, 4, -4
- CCOC(=O)/C=C1\CC(=O)Nc2cc(C)c(C)cc2N1
→ 117, 1.1, 7[fluorescence artefact?], 10, -2, 15, -8, -3, -7
- CCCNC(=O)CN(C1CCCCC1)S(C)(=O)=O
→ 116, 1, 0, -5, 4, -3, 0, 4, -1
- CCc1noc(N)c1C(=O)Nc1ccc(F)c(Cl)c1
→ 93, 1.1, 9, 4, nt, nt, -5, 7, -1
- CCCc1nc2c(C)ccc(C)c2c(N)c1CC
→ nt, nt, nt, -18, -7, -3, 17, nt, nt
- C=CCn1c(C)cc(C(=O)CN2C(=O)c3ccccc3C2=O)c1C
→ 126, 1.1, -14, nt, -7, 6, nt, -2, 0
- O=c1oc(-c2cccc(Cl)c2)nc2c1cnn2-c1ccccc1
→ 135, 1.1, 4[fluorescence artefact?], -7, -13, 16, 5, -1, 18[fluorescence artefact?]
- N#CCCn1cc(/C=N/O)c(-c2ccccc2)n1
→ 111, 1, -20, -23, 6, -2, 21, 1, -8
- O=C(NCCCN=C1NS(=O)(=O)c2ccccc21)c1ccco1
→ 110, 1.3, -23[fluorescence artefact?], 11, nt, nt, -6, 4, 4
- CC(C)=C1SC(N2CCN(c3cccc(C)c3)CC2)=NC1=O
→ 102, 1.1, 3, -7, -2, -4, 4, 0, 13
- N/C(Cc1cccs1)=N\OC(=O)COc1ccc(Br)cc1Cl
→ 95, 1.3, -7, -11, nt, nt, 10, 6, -3
- CCc1cc2c(NC(C(=O)O)C(C)C)ncnc2s1 (stereo unspecified)
→ 105, nt, 2, -4, -7, 10, 4, 4, -2
- CC(C)N1C(=O)c2ccc(C(=O)O)cc2C1=O
→ 112, 1.1, -2, -18, -21, -5, 21, 5, 2
- Cc1c(C(=O)O)oc2ccc(S(=O)(=O)NCc3ccc(F)cc3)cc12
→ 116, 1.1, -9, -1, -4, -2, 2, -4, -1
- O=C1CC(N2CCN(c3ccccc3F)CC2)C(=O)N1c1ccc(F)cc1 (stereo unspecified)
→ 96[fluorescence artefact?], 1.1, 11[fluorescence artefact?], 1, nt, nt, 3, 10, -7
- COc1ccc(N2C(=O)CC(NC34CC5CC(CC(C5)C3)C4)C2=O)c(OC)c1 (stereo unspecified)
→ 106, 1, 31[fluorescence artefact?], -6, -9, 4, 6, 3, -11
- C=CCOc1c(CNc2ncn[nH]2)cccc1OC
→ 85, 1.1, 3, 3, nt, nt, -3, 8, -5
- COc1ccccc1N(CC(=O)NC1CCCCC1)C(=O)CCC(=O)Nc1ccccn1
→ 106, 1, -1, -8, -10, 1, 5, 9, 4
- Cc1cc(C)nc(NC(=O)/C=C/c2cccs2)c1
→ nt, nt, nt, -14, 7, -4, 12, nt, nt
- N#Cc1nc(-c2ccc(Cl)cc2)oc1NCCc1ccccn1
→ 104, 1.3, 0[fluorescence artefact?], -23, -37, -1, 29, -1, -8
- CCn1c(CNc2ccc(OC)cc2)nnc1SCC(=O)c1ccc(OC)cc1
→ 90, 1.3, -2, 7, -17, 9, -7, 5, -1
- CN(Cc1ccco1)C(=O)C1CCC(=O)N1Cc1ccc(F)cc1 (stereo unspecified)
→ 110, 1.2, -5[fluorescence artefact?], -13, -1, 0, 10, -1, -1[fluorescence artefact?]
- COC(=O)[C@H](CCSC)NC(=O)NCc1ccccn1
→ 111, 1, 6, -3, -5, -4, 4, 7, 1
- O=C(O)CCC(=O)N1CCc2cc(S(=O)(=O)N3CC=C(c4ccccc4)CC3)ccc21
→ 92, 1.1, 4, 4, 10, -4, -4, -1, 1
- COc1ccc(O)c(-c2cc(C(F)(F)C(F)F)nc(-c3ccccc3)n2)c1
→ 91, 1, -6, 4, 4, 0, -7, 5, 8
- COc1cc(C(=O)Nc2ccc3c(c2)OCCO3)ccc1OC(F)F
→ 108, 1.3, 3, nt, 2, -2, nt, 1, -1
- Cc1n[nH]c(=O)nc1NCc1ccccc1Cl
→ 98, 1.1, -6, 8, nt, nt, -7, 6, 0
- COc1ccc(N2CCCn3c2nc2c3c(=O)n(Cc3ccc(F)cc3)c(=O)n2C)c(OC)c1
→ 117[fluorescence artefact?], 1, 3, nt, -23, 7, nt, -6, -1
- CCOC(=O)N1CCN(c2c(NCc3cccs3)c(=O)c2=O)CC1
→ 105, 1.1, -10, 5, 2, 34, -6, 3, -1

# Part of the list above in order of length of the SMILES, ascending.
# Values run as follows: ERa coact pot, MT1-MMP txn act, ERb SRC1 inh, sEH inhibitor, Mac1 fbg inh, Mac1 fbg enh, sEH act, Candida biofilm, Smad3 inh
- Brc1cccc(OCCOCCn2ccnc2)c1
→ 99, 1, 1, 20, 4, -5, -19, -2, 11
- O=C(c1ccccc1)N1CCc2ccccc21
→ 89, nt, -2, 6, 2, 3, -7, 2, -6
- O=C(Nc1nc2ccccc2s1)c1cnccn1
→ nt, nt, nt, 7, 0, -4, -6, nt, nt
- CCCNC(=O)CN(C1CCCCC1)S(C)(=O)=O
→ 116, 1, 0, -5, 4, -3, 0, 4, -1
- N/C(Cc1cccs1)=N\OC(=O)COc1ccc(Br)cc1Cl
→ 95, 1.3, -7, -11, nt, nt, 10, 6, -3
- CN(Cc1ccco1)C(=O)C1CCC(=O)N1Cc1ccc(F)cc1 (stereo unspecified)
→ 110, 1.2, -5[fluorescence artefact?], -13, -1, 0, 10, -1, -1[fluorescence artefact?]
- CCN(CC)CCNC(=O)Cn1nc(Cc2cccnc2)c2ccccc2c1=O
→ 128, 1.1, -9, nt, -7, 0, nt, 4, 7
- COc1ccc(C(=O)COC(=O)CCCn2c(=O)oc3ccccc32)cc1
→ 91, 1, 0, -6, nt, nt, 4, 7, 3
- O=C1CC(N2CCN(c3ccccc3F)CC2)C(=O)N1c1ccc(F)cc1 (stereo unspecified)
→ 96[fluorescence artefact?], 1.1, 11[fluorescence artefact?], 1, nt, nt, 3, 10, -7
- Cc1c(C(=O)O)oc2ccc(S(=O)(=O)NCc3ccc(F)cc3)cc12
→ 116, 1.1, -9, -1, -4, -2, 2, -4, -1
- C=CCn1c(SCC(=O)Nc2cc(C)nn2-c2ccccc2)nnc1C1CCCCC1
→ 99, 1, 2, nt, 14, 8, nt, 1, -1[fluorescence artefact?]
- COc1ccc(N2C(=O)CC(NC34CC5CC(CC(C5)C3)C4)C2=O)c(OC)c1 (stereo unspecified)
→ 106, 1, 31[fluorescence artefact?], -6, -9, 4, 6, 3, -11
- CCOC(=O)CN(C(=O)CSc1nnc(-c2ccc(OC)c(OC)c2)o1)c1ccc(F)cc1
→ 116, 1, 8, 6, 35, 0, -7, 5, 4
